High-throughput results deposited in PubChem by National Center for Advancing Translational Sciences (NCATS).
IP6K1 inhibitor – IP6K1 kinase inhibition. Q92551. IP6K1 kinase, ADP-Glo luminescence, 2 h; hits give low values. activity change, % (series mostly up to about 58 µM). actives 0.81% (n = 140,000). AID 1645851; in the data active = activity change below about -25%
Target sequence (Q92551 whole entry, looked up): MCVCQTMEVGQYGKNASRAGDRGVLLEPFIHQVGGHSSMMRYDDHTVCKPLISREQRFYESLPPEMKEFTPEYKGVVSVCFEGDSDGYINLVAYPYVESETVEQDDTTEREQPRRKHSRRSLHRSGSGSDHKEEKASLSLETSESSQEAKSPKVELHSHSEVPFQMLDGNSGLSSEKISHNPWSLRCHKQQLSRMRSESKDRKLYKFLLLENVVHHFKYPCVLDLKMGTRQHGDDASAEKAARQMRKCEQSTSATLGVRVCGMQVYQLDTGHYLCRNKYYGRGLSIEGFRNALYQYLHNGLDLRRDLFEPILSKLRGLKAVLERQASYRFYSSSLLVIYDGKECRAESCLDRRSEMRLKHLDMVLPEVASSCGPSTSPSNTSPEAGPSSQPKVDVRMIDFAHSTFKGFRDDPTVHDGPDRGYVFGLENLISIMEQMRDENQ
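ADP-Glo luminescence measures ADP made by human IP6K1 during a 2 h RT reaction with ATP/IP6 (mix at 1.3 mM/130 uM); top library doses 57.5 and 19.1 uM final.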
SNCA viab count – reduces viability of HEK-293 SNCA reporter cells | HEK-293-SNCA-luc viability, GF-AFC fluorescence, 24 h | actives 0.12% (n = 150,000) | Potency, µM (series often up to 57.1 µM), without a hit: top-dose activity change, negative = cytotoxicity, usual class: cytotoxic;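 note: potency is the fitted concentration of half-maximal effect; 0% = DMSO-treated cells and -100% = medium-only wells without cells; nearly all actives have a fitted effect of over 30% in size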
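HEK-293-SNCA-luc cells (1500/well) plated 24 h, then exposed 24 h to a dilution series; GF-AFC added 30 min at 37C, fluorescence 405/540 nm; normalised to medium-only and DMSO wells, Hill fit.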
SNCA expr inhib – SNCA gene expression inhibition. AID 1671194. Potency, µM (titrated, usually from 57.2 µM), inactives show at the highest dose activity change, negative = inhibition, most hits filed as inhibitors. HEK-293 SNCA-luciferase knock-in, luminescence, 24 h. actives 0.17% (n = 140,000);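 note: potency is the fitted concentration of half-maximal effect; plate controls were DMSO cells for no effect and cell-free wells for full effect; nearly all actives have a fitted effect of over 45% in size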
3T3 cytotox – NIH 3T3 cell cytotoxicity | NIH 3T3 viability, CellTiter-Glo ATP luminescence, 48-72 h | Potency, µM (doses to about 96.7 µM), for inactives: top-dose activity change, negative = cytotoxicity, hits mostly inhibitors | actives 4.3% (n = 94,000) | AID 1345082; note: potency is the fitted concentration of half-maximal effect; nearly all actives have a fitted effect of over 55% in size
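First NIH 3T3 cells are plated at 400 cells/well; next compound is pinned in; then plates incubate 48 or 72 hr at 37 °C; finally CellTiter-Glo is added and luminescence read after 10 min.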
GPT2 inhibitor – blocks human glutamate pyruvate transaminase 2; Potency, µM (series often up to 57.7 µM), inactives show at the top dose activity change, negative = inhibition, hits mostly inhibitors; actives 0.25% (n = 100,000); Recombinant GPT2, coupled pyruvate oxidase/HRP Amplex Red fluorescence; Q8TD30; note: potency is the fitted concentration of half-maximal effect; nearly all actives have a fitted effect of over 60% in size; many of its hits are not listed in these tables
Target sequence (Q8TD30 whole entry, looked up): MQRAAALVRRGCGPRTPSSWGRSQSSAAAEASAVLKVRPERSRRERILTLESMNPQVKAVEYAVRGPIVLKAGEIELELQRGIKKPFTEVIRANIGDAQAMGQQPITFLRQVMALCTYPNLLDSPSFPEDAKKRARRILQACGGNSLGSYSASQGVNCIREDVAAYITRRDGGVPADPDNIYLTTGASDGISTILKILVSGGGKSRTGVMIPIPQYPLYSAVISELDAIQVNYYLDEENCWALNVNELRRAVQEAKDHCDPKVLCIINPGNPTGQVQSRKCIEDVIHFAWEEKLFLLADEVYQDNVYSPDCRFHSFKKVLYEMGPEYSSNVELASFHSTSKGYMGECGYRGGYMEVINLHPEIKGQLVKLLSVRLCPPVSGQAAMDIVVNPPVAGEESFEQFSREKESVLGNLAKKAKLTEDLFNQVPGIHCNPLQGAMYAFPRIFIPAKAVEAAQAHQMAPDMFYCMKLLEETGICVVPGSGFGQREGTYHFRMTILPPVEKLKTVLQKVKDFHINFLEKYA
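Fluorescence of coupled pyruvate oxidase/HRP/Amplex Red system (50uM Amplex, 30 min, dark) reports pyruvate formed by GPT2. Enzyme reaction: 10ng/uL GPT2, 2mM L-alanine, 250uM a-KG, 30 min room temperature, pH 7.5; 50uM AOA control.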
Luciferase inh – blocks purified firefly luciferase enzyme activity; actives 2.5% (n = 76,000); purified P. pyralis luciferase, luminescence, biochemical; AID 1347043; Potency, µM (top dose mostly 115 µM), inactives show at the top dose activity change, negative = inhibition, usual class: inhibitors; note: potency is the fitted concentration of half-maximal effect; nearly all actives have a fitted effect of over 65% in size
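Cell-free enzyme assay, 10nM P. pyralis luciferase, luciferin and ATP each at 10uM. Inhibition profiled over a 6-point titration, read as luminescence.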
HEK293 tox – kills HEK 293 cells | HEK 293 viability, ATP luminescence (CellTiter-Glo), 48-72 h | actives 6.6% (n = 94,000) | Potency, µM (titrated, usually from 115 µM), without a hit: top-dose activity change, negative = cytotoxicity, actives largely listed as inhibitors; note: potency is the fitted concentration of half-maximal effect; nearly all actives have a fitted effect of over 60% in size
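ATP-coupled CellTiter-Glo luminescence served as viability read-out, recorded 10 min after reagent addition at room temperature. HEK 293 cells, 250 cells/well, had been incubated with pintool-transferred compound for 48 or 72 hr at 37 degree Celsius.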
Starred values were filed as active, the others as inactive; i = inactive; ? = inconclusive; . = no result given; & = joins results of further samples; [ ] = dose if it differs, or a comment. Unless noted, calls come from the whole dose curve; as a rule, active = well fitted curve in the direction sought with a large enough effect; inconclusive = small, poorly fitted or top-dose-only effect, or another doubt; inactive = no such curve, though single readings can be large; an effect the other way counts as inactive or inconclusive. Unless noted, % is set by controls: 0 for no effect and ±100 for the full control effect. Only part of the results is shown, so the mix of outcomes need not match the whole.

SMILES	IP6K1 inhibitor	SNCA viab count	SNCA expr inhib	3T3 cytotox	GPT2 inhibitor	Luciferase inh	HEK293 tox
Cc1nn(-c2ccccc2)c2c1C(C)N(C1CN(C(=O)Nc3ccc(Cl)cc3)C1)C2=O (centres undefined)	12	.	.	?	.	.	?
COc1ccccc1N1CCN(c2ncc3c(n2)CCN(Cc2ccc(C)s2)C3)CC1	1	-8%	7%	.	.	.	.
COc1ccccc1CNC(=O)c1nn(CC2CC2)c2c1CNCC2	4	-1%	-4%	-23%	i	.	-11%
Cc1ccn2c(Nc3ccc(C(C)C)cc3)c(-c3cccs3)nc2c1	-13	3%	65%[activator]	.	.	.	.
Cc1ccc(OCC(=O)Nc2ccc3nc(SCCOc4ccccc4)sc3c2)cc1	-27*	1%	33%	.	.	.	.
CCn1c(CN2CCCCC2)nc2cc(NC(=O)c3cccc([N+](=O)[O-])c3)ccc21	-4	?	54%[activator]	.	.	.	.
COc1ccc(CNC(=O)C2CCN(c3nccc(Nc4ccccc4OC)n3)CC2)cc1	13	-26%	-10%	?	i	.	?
O=C(Nc1ccc(Br)cc1)c1ccc(F)c(S(=O)(=O)N2CCCc3ccccc32)c1	31	-10%	?	.	.	.	.
COc1cccc(CNC(=O)Cn2c(=O)n3nc(-c4cccc(F)c4)nc3c3ccccc32)c1	8	0%	-24%	.	.	.	.
CCC1Oc2ccc(NC(=O)c3cccc(F)c3)cc2CN(Cc2ccccc2F)C1=O (centres undefined)	17	0%	5%	?	-22%	-2%	35µM*
CCCSc1ncc(Cl)c(C(=O)NCc2ccc(C)cc2)n1	4	8%	-5%	.	.	.	.
CCN1CCC2(CCC1=O)CN(Cc1ccc(C)c3ccccc13)CCN2C (centres undefined)	-4	-8%	?	-11%	-5%[11.5 µM]	2%	79µM*
Cc1ccccc1C(=O)Nc1ccnn1C1CCN(C(=O)C2CC2(F)F)CC1 (centres undefined)	15	0%	10%	0%	i[11.5 µM]	5%	-1%
CCOc1cc(=O)n2c(c1C(=O)Nc1ccc3c(c1)OCO3)CCCC2	7	-9%	39%[activator]	?	i	40µM*	?
COc1ccccc1CN1CCC(n2nccc2NC(=O)CCc2ccccc2)CC1	-3	5%	5%	?	i	5%	?

Part of the list above, with values under each structure:
Values run as follows: IP6K1 inhibitor	SNCA viab count	SNCA expr inhib	3T3 cytotox	GPT2 inhibitor	Luciferase inh	HEK293 tox
Cc1nn(-c2ccccc2)c2c1C(C)N(C1CN(C(=O)Nc3ccc(Cl)cc3)C1)C2=O (centres undefined)
  12	.	.	?	.	.	?
COc1ccccc1N1CCN(c2ncc3c(n2)CCN(Cc2ccc(C)s2)C3)CC1
  1	-8%	7%	.	.	.	.

Pulled by compound from above (3):
SMILES	IP6K1 inhibitor	SNCA viab count	SNCA expr inhib	3T3 cytotox	GPT2 inhibitor	Luciferase inh	HEK293 tox
Cc1nn(-c2ccccc2)c2c1C(C)N(C1CN(C(=O)Nc3ccc(Cl)cc3)C1)C2=O (centres undefined)	12	.	.	?	.	.	?
COc1cccc(CNC(=O)Cn2c(=O)n3nc(-c4cccc(F)c4)nc3c3ccccc32)c1	8	0%	-24%	.	.	.	.
COc1ccc(CNC(=O)C2CCN(c3nccc(Nc4ccccc4OC)n3)CC2)cc1	13	-26%	-10%	?	i	.	?

Remaining list, next part.
SMILES	IP6K1 inhibitor	SNCA viab count	SNCA expr inhib	3T3 cytotox	GPT2 inhibitor	Luciferase inh	HEK293 tox
COCCNc1ccc2cc(S(=O)(=O)N3CCCCC3)ccc2n1	15	-25%	49%[activator]	.	.	.	.
CC(=O)N1CCc2c(sc3c2c(=O)n(Cc2ccccc2)c(=O)n3Cc2ccc(Cl)cc2)C1	-5	-6%	28%	.	.	.	.
O=C1NC(C(=O)NCC2CC2)Cn2cccc21 (centres undefined)	-3	-9%	-23%	5%	i	-6%	-3%
CN(Cc1ccccc1-n1cccn1)C(=O)C1CC(=O)N(C2CCCC2)C1 (centres undefined)	2	-2%	1%	-1%	1%[11.5 µM]	-2%	-5%
COc1ccccc1CC(=O)Nc1ccc2nc(Nc3cccc(C(F)(F)F)c3)cc(C)c2c1	17	-21%	-25%	.	.	.	.
CCN(c1ccccc1)S(=O)(=O)c1nnc(NC(=O)C2CCCCC2)s1	-9	2%	20%	.	.	.	.
O=C(NCC1CCCCC1)C1CCCN1C(=O)c1cccc(-c2cccnc2)c1 (centres undefined)	-6	.	.	-24%	.	.	-11%
O=C1CC(c2ccccc2)N(C(=O)CNC(=O)c2ccccn2)CCCCCCN1 (centres undefined)	12	-10%	13%	-19%	0%	-13%	?
Cc1[nH]cnc1CN1CCNc2cc(-c3ccccc3)ncc2C1	-3	-6%[87.6 µM]	?	?	i	?	?
NC1(C(=O)N2CCOC(CC(c3ccccc3)c3ccccc3)C2)CC1 (centres undefined)	16	5%	7%	-2%	?	0%	4%
NO	.	-8%	-5%	.	-3%	.	.
COCCN1C(=O)CC[C@@]2(C(=O)N3CCOCC3)CCCC[C@H]12	-5	-7%	-18%	i	-11%	3%	i
Cc1oc(-c2cccc(Cl)c2)nc1CN1CCN(C(=O)N(C)C)CC1	-14	-2%	0%	-23%	i	0%	?
CCn1cc(C(=O)NC(C)c2ccccc2)c(=O)c2cc(S(=O)(=O)N3CCc4ccccc4C3)ccc21 (centres undefined)	-3	-5%	-5%	.	.	.	.
O=C(NC1CCN(c2cc(-c3ccc(F)cc3)[nH]n2)CC1)c1c[nH]c2ccccc12	23	-12%	-21%	32µM*	-22%	-18%	?

Entries of single compounds, looked up by structure. Screens in order: IP6K1 inhibitor, SNCA viab count, SNCA expr inhib, 3T3 cytotox, GPT2 inhibitor, Luciferase inh, HEK293 tox
Entry for `Cc1[nH]cnc1CN1CCNc2cc(-c3ccccc3)ncc2C1` = -3, -6%[87.6 µM], ?, ?, i, ?, ?
Entry for `O=C1CC(c2ccccc2)N(C(=O)CNC(=O)c2ccccn2)CCCCCCN1` (centres undefined) = 12, -10%, 13%, -19%, 0%, -13%, ?
Entry for `NC1(C(=O)N2CCOC(CC(c3ccccc3)c3ccccc3)C2)CC1` (centres undefined) = 16, 5%, 7%, -2%, ?, 0%, 4%
Entry for `CC(=O)N1CCc2c(sc3c2c(=O)n(Cc2ccccc2)c(=O)n3Cc2ccc(Cl)cc2)C1` = -5, -6%, 28%, ., ., ., .
Entry for `O=C(NCC1CCCCC1)C1CCCN1C(=O)c1cccc(-c2cccnc2)c1` (centres undefined) = -6, ., ., -24%, ., ., -11%

Next part:
SMILES	IP6K1 inhibitor	SNCA viab count	SNCA expr inhib	3T3 cytotox	GPT2 inhibitor	Luciferase inh	HEK293 tox
COCCc1noc([C@@H]2CC(F)(F)CN2C(=O)c2cccc(C)n2)n1	-6	0%	12%	4%	1%	-7%	3%
CC(C)(C)c1nnc2ccc(C(=O)NCc3ccccn3)cn12	9	4%[87.6 µM]	4%[87.6 µM]	-29%[138 µM]	2%[88.5 µM]	.	-8%[172 µM]
CN(C)CCNC(=O)C1(CCO)CC12CCOCC2 (centres undefined)	0	5%	5%	-20%	-5%	8%	-18%
Cc1nc(-c2c3n(c(=O)n(CC(=O)NCc4ccccc4)c2=O)CCCC3)no1	15	-15%	24%	i	-5%	1%	-3%
Cc1cc(Nc2cc(CN3CCOCC3)c3nc(C)c(Cc4ccc(Cl)cc4F)n3n2)n[nH]1	-1	?	?	.	?	.	.
COC(=O)Nc1nc2ccc(Sc3ccccc3)cc2[nH]1	11	-12%	10%	.	i	.	.
Cc1ccc(-n2ncc3c(N4CCN(CCO)CC4)ncnc32)cc1Cl	1	-18%	191%[activator]	.	.	.	.
c1ccc(-c2cn3c(n2)CO[C@@H](CNCc2ccc4ccccc4n2)C3)cc1	20	-14%[87.6 µM]	22%[87.6 µM]	?	5%[88.5 µM]	-26%[172 µM]	?
O=C(NCC(c1cccs1)S(=O)(=O)c1cccs1)c1ccc(Cl)cc1 (centres undefined)	5	-4%	-1%	.	.	.	.
O=C(c1ccco1)N1CCCC(n2cc(-c3nc(C4CC4)no3)nn2)C1 (centres undefined)	7	3%	-9%	-19%	i	1%	-5%
COC(=O)C1=C(C)NC(C)=C(C(=O)OC(C)C)C1c1cccc2nonc12 (centres undefined)	14	4%[23.9 µM]	29%[25.6 µM]	.	-21%&0%	.	.
Cc1ccc(C)c(N(C)C(=O)Cc2c(C(=O)O)[nH]c3ccc(Cl)cc23)c1	27	-1%	-2%	.	.	.	.
COc1ccc(CN2C(=O)[C@@H]3C[C@@H](CN3Cc3ccc4c(c3)OCO4)Oc3ccccc32)cc1	5	14%	22%	-4%	1%	-11%	i
COc1ccccc1-c1nc(C(=O)NCc2ccc(F)cc2)n2ccncc12	-12	?	0%	?	1%	.	?
O=C(CCC1CCCC1)N1CC(c2noc(COc3ccccc3)n2)C1	16	1%	-19%	?	i	-10%	?
CCN1C(=O)C2CC3(CCN(Cc4ccc5[nH]ccc5c4)CC3)CN2C1=O (centres undefined)	-12	-2%	4%	-2%	-5%	-4%	-2%
COc1cccc(S(=O)(=O)N2CCc3c(c(CN4CCOCC4)nn3C)C2)c1	25	4%	33%[activator]	-27%	-5%	.	-11%
Cc1ccc(-c2cn3cccnc3n2)cc1NC(=O)Cc1ccccc1	49	8%	21%	.	.	.	.
